# MPTP block = blocks calcium-induced mitochondrial swelling. inhibition, % at 10 µM. 360,000 compounds, 1.4% hits. AID 602449. isolated mouse mitochondria, Ca2+ swelling absorbance, 30 min;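 active = inhibition of 50% or more, scaled per plate between neutral and stimulator controls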;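 note: 0% = DMSO wells given calcium and 100% = 1 mM EGTA wells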
# EBI2 block = blocks human EBI2 receptor beta-arrestin signaling; P32249; EBI2 beta-arrestin recruitment, luminescence, 7a,25-OHC stimulated; inhibition, % at 5 µM; 360,000 compounds, 0.81% hits; AID 651636; in the data active = inhibition above about 38%;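 note: enzyme fragment complementation signal reports receptor beta-arrestin coupling in cells; 0% = agonist plus DMSO wells and 100% = wells without agonist; some results beyond the cut were filed as inactive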
# A3G deaminase = inhibitors of human APOBEC3G DNA deaminase; Q9HC16; recombinant A3G, ssDNA deamination FAM/TAMRA fluorescence; inhibition, % at 20 µM; 330,000 compounds, 0.28% hits; AID 493012;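 active = inhibition of at least 40% at 20 µM, with no more than 30% in the related APOBEC3A deaminase screen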;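 note: plate controls were DMSO wells with A3G for no effect and wells lacking A3G enzyme for full effect; some compounds called inactive have numbers as strong as hits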
# APOBEC3A inh = inhibitors of human APOBEC3A DNA deaminase | P31941 | recombinant A3A, FAM/TAMRA ssDNA deamination fluorescence | inhibition, % at 20 µM | 330,000 compounds, 0.41% hits | AID 493011;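 active = at least 40% inhibition at 20 µM here, with at most 30% in a related deaminase screen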;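 note: plate controls were A3A with DMSO for no effect and wells lacking A3A enzyme for full effect; some results filed as inactive read as strong as hits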
# Target sequence (P31941 whole entry, looked up): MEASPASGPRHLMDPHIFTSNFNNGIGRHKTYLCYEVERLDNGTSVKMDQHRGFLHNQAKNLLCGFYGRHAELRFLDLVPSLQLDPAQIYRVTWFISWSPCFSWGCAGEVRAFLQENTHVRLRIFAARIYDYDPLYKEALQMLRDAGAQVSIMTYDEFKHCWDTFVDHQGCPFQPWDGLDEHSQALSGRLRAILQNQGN
# CCR6 antag = antagonists of human CCR6 receptor. CHO-K1 CCR6 PathHunter beta-arrestin, luminescence, CCL20-stimulated. P51684. inhibition, % at 20 µM. 340,000 compounds, 0.49% hits;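 active = compounds whose inhibition of the agonist-driven luminescence signal at 20 µM reaches about 50%, limit read from the data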;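 note: cells stimulated with CCL20 at 14 nM final; plate controls were DMSO with CCL20 for no effect and DMSO without agonist for full effect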
# Target sequence (P51684 whole entry, looked up): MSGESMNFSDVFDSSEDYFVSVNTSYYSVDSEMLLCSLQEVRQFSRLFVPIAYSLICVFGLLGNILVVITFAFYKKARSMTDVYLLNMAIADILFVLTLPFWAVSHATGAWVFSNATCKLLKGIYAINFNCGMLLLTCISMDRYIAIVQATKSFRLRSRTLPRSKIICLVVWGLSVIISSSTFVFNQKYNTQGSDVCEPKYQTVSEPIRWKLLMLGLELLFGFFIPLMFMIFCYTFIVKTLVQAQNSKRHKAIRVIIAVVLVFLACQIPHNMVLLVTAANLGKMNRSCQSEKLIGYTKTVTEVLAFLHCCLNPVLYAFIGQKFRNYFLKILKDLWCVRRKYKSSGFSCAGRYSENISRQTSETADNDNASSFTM
# Gli-Sufu antag = blocks Gli-Sufu signaling in a luciferase reporter | Sufu-KO-LIGHT fibroblasts, Gli luciferase reporter luminescence | inhibition, % at 5 µM | 340,000 compounds, 0.74% hits;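 active = inhibition above about 55%, limit read from the data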;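 note: 0% = DMSO-treated cells and 100% = wells with medium but no cells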
# NR3A LBD binder = modulates the human NR3A ligand-binding domain | NR3A LBD differential scanning fluorimetry, Tm shift; 0% = protein alone, 100% = glycine-bound protein | Tm shift relative to glycine control, % at 25 µM | 340,000 compounds, 2.5% hits;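 active = melting temperature shift of at least 10% of the positive control shift, at one fixed dose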
# CXCR6 inh = CXCR6 (human) receptor inhibition | O00574 | CHO-K1 PathHunter CXCR6 beta-arrestin, luminescence | inhibition, % at 20 µM | 360,000 compounds, 0.36% hits | AID 602244; in the data active = inhibition above about 34%, passing the limit was not always enough;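 note: antagonist mode with CXCL16 agonist at 10 nM final; 0% = 10 nM CXCL16 with DMSO and 100% = unstimulated wells without agonist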
# Target sequence (O00574 whole entry, looked up): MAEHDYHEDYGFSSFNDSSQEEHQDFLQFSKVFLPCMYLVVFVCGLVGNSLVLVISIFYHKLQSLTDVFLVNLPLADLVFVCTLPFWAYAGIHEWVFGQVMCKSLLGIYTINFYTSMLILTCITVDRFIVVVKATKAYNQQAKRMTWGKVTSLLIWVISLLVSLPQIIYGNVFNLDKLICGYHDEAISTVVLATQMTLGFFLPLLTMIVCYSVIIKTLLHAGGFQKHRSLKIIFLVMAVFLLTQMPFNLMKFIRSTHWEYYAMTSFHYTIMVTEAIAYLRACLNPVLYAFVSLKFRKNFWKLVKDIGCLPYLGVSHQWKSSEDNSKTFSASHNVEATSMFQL
# * hit, by the source's call; · = no result given.
Molecule	APOBEC3A inh	MPTP block	A3G deaminase	Gli-Sufu antag	EBI2 block	CXCR6 inh	NR3A LBD binder	CCR6 antag
CCc1nccn1S(=O)(=O)c1ccc(Br)cc1Br	-2	1.5	-5	2	-4	0	2	13
COc1ccc(N2CCN(Cc3nc4c(c(=O)n(C)c(=O)n4C)n3Cc3cccc(C)c3)CC2)cc1	-4	-0.2	-6	5	1	8	0	19
CCC(Sc1nncn1C)C(=O)Nc1cc(C)on1 (centres undefined)	1	-0.2	-3	7	-8	3	0	10
O=C(CSc1nccn1-c1ccccc1)N1CCc2ccccc21	-1	0.8	-10	-4	0	6	-1	14
CN1CC(=O)N(C)c2nc(Br)n(C)c2C1=O	2	-1.8	-1	5	-2	0	-1	-16
CC1CCN(S(=O)(=O)N2CCC(C(=O)NCc3ccc4c(c3)OCO4)CC2)CC1	0	1.3	-3	3	7	3	0	3
CCc1nnc(NC(=O)CSc2nnc(-c3ccoc3C)n2CC(C)C)s1	-2	0.5	-1	3	8	12	1	-9
O=C(Oc1nsnc1N1CCOCC1)c1ccccc1	-1	-2.4	5	-3	-10	4	-1	5
Cc1cnc(NC(=O)c2cc3ccccc3o2)s1	-1	-0.4	-3	-30	2	4	-1	5
O=C(O)c1ccc(-n2nc(C(F)(F)F)c3c2-c2ccoc2CC3)cc1	-3	4.2	-3	2	10	-2	3	9
COc1ccc(Cl)cc1NC(=O)COC(=O)CCc1cc(OC)c(OC)c(OC)c1	-3	1.9	-5	25	7	1	-1	16
O=C(Cc1cccc(NC(=O)C2CCN(C(=O)c3ccccc3)CC2)c1)Nc1cccc(C(=O)N2CCCCC2)c1	·	-1.9	·	-4	0	5	0	-7
Clc1ccc(-c2nc3ncccn3c2Nc2ccc3c(c2)OCO3)cc1	1	1.0	0	3	15	19	-9	-22
C=CCn1c(=N)n(CC(O)COc2ccc(OC)cc2)c2ccccc21 (centres undefined)	-7	1.6	-8	12	-1	-1	-2	2
COc1ccc(CNC(=O)c2ccc(CN3CCOCC3)cc2)cc1	-1	0.6	-4	-7	2	-13	-1	22
O=C(CCC1CCN(Cc2ccccc2O)CC1)NC1CC1	6	-0.8	1	-1	-3	-10	-5	2
O=C(NC1CCCC1)C(c1ccccn1)N(C(=O)c1csnn1)C1CCCC1 (centres undefined)	-1	-0.4	1	1	0	2	0	0
CC(=O)Oc1c(Br)cc(N(C(C)=O)S(=O)(=O)c2ccccc2)c2ccccc12	3	1.6	-4	39	-19	-24	-3	-6
N#Cc1ccc(OCC(=O)N2CCN(C(=O)c3ccco3)CC2)cc1	-4	-1.8	-12	2	0	2	0	8
COc1ccccc1NC(=O)Nc1nc(CC(=O)N2CCN(c3ccc(F)cc3)CC2)cs1	-6	0.6	-15	6	-17	-7	-4	-1
CCCCc1nc2cc(C(=O)N3CCNC(=O)C3)ccc2o1	-5	-2.2	-6	0	-5	0	-4	-2
CCC(C)C1=CC(=Nc2c(C)n(C)n(-c3ccccc3)c2=O)C=C(C(C)CC)C1=O (centres undefined)	-2	5.6	0	-2	33	33	-12	51*
CC12Cc3ccc4ccccc4c3C=C1C[N+](C)(C)C2 (centres undefined)	-1	-1.1	-4	-12	-7	-2	-1	7
CC(C)(C)c1ccc(S(=O)(=O)C(C)(C)C)cc1	-3	0.9	-8	2	8	0	1	14
N=c1oc2ccccc2cc1-c1nc(-c2ccc(Cl)cc2)cs1	-2	0.5	-2	·	3	-13	-5	15
Cn1c(N)c(C#N)c(C#N)c1-c1ccccc1	-4	-2.3	14	-3	-3	-17	1	1
O=C(OCCc1ccccn1)c1cccc([N+](=O)[O-])c1	·	-1.8	·	-11	1	-4	0	-1
Cc1cc2cc(C)c(NCCNC(=O)c3cccs3)nc2cc1C	4	3.2	6	12	2	2	0	-1
C=CCn1c(COc2ccccc2F)nnc1SCCN1C(=O)c2ccccc2C1=O	0	1.1	-2	-22	-7	-4	-2	-6
COc1ccc(OC)c(-c2csc(NC(=O)CN3C(=O)C4CCCCC4C3=O)n2)c1 (centres undefined)	15	-0.3	0	1	12	-3	-20	2
COCCn1cnc2c1c(=O)n(CC(=O)OCC(=O)NCCCc1ccccc1)c(=O)n2Cc1ccccc1	2	1.2	0	4	2	-2	-1	-1
CC(C)(C)OC(=O)N1CCC(NC(=O)c2[nH]cnc2C(=O)Nc2cccc(Cl)c2)CC1	0	-0.7	-5	-3	-14	1	4	4
O=C(COC(=O)/C=C/c1ccc(Cl)cc1)NC(=O)NCc1ccccc1	-2	-0.8	-9	-1	40	-2	6	12
Oc1c(CN2CCN(c3ccc(F)cc3)CC2)cc(Cl)c2cccnc12	1	1.3	1	93*	54*	28	-4	50
COc1ccc2nc(SCC(=O)Nc3cc(C)on3)[nH]c2c1	-2	-0.4	-6	6	-4	-1	0	5
O=S1(=O)[C@H]2CC3O[C@]2(C[C@@H]3c2ccc(F)cc2)CN1Cc1ccc(Cl)cc1	-2	-1.6	-7	-2	2	-3	-12	2
O=C(NCCNC(=O)c1cccs1)c1ccco1	0	-1.9	0	4	-4	-2	0	3
O=C(Nc1ccc2[nH]ccc2c1)c1ccc(F)cc1	-1	1.5	-5	-101	-7	1	6	-14
O=C(CNC(=O)Cc1ccccc1)NCC(=O)OCc1ccc(C(=O)c2ccccc2)cc1	-4	-1.5	-6	27	-1	-9	2	14
CCN1CCN(c2nc3ccccn3c(=O)c2/C=C(\C#N)S(=O)(=O)c2ccccc2)CC1	-3	2.2	-7	5	10	7	1	12
COc1ccc(OC)c2[nH]c(=O)c(CCNC(=O)c3ccc4c(c3)OCO4)cc12	0	1.3	-8	3	-5	-16	-1	15
Cc1ccc(CNC(=O)CSc2nnc3c(n2)[nH]c2ccc(F)cc23)cc1	2	0.7	-6	0	1	2	3	13
O=C(COc1ccc2ccccc2c1Br)Nc1ccncc1	-3	92*	-7	-2	-12	-14	14*	-1
Cc1c(/C=C/C(=O)c2cccs2)cnn1C	-1	0.3	0	-9	-6	5	0	2
Cc1ccc(C(=O)C(C)OC(=O)CCN2C(=O)C3C4C=CC(C5CC45)C3C2=O)cc1 (centres undefined)	-6	0.0	-9	0	4	0	2	15
O=C(COC(=O)c1ccccc1OC(F)F)Nc1ccc(N2CCCCC2)cc1	-7	-0.5	-8	-29	3	1	0	14
CCOc1ccc(-n2c(SCC(=O)Nc3ccc(CC)cc3)nc3n[nH]c(C)c3c2=N)cc1	-2	3.0	-3	3	0	0	3	3
CCCCNC(=O)CCC(=O)Nc1ncc(-c2ccc(C)cc2)n1C	-1	0.5	-11	-4	-1	7	0	6
Cc1ccccc1CN1CCNC(=O)C1CC(=O)NCCN1CCCCC1=O (centres undefined)	-3	0.0	-5	1	-14	-10	11*	-1
CCCNC(=O)CN(c1ccc(F)c(Cl)c1)S(C)(=O)=O	1	-1.6	0	26	-5	-10	0	-7
COc1cc(SC)ccc1C(=O)Nc1cc(C)c(OCC(=O)N2CCOCC2)c(C)c1	0	0.5	-2	-26	-3	4	-7	15
Nc1cccnc1S(=O)(=O)c1ccccc1	-2	-0.5	-5	10	0	2	1	5
O=[N+]([O-])c1ccc2c(c1)nc1n2CCN(c2ccccc2)C1	-2	1.8	-7	-19	7	6	0	3
CC(C)NS(=O)(=O)c1ccc(OCC(=O)N(C)Cc2ccccc2)cc1	-4	1.6	-7	0	2	4	10	8
CSc1ccc(/C=C/C(=O)OCC(=O)N2CCCCCC2)cc1	-3	-1.7	-5	-4	9	3	0	12
Cc1nn(C)c(C)c1NC(=O)CSc1nc(Cc2ccccc2)nc2c1cnn2-c1ccccc1	-3	0.2	-5	-12	18	5	-4	15
Cc1ccc(S(=O)(=O)NN2C(=O)/C(=C/c3ccc(C(=O)O)cc3)SC2=S)cc1	1	-1.9	11	12	3	8	0	23
CCNS(=O)(=O)c1c(C)cc(N2CCCC2=O)cc1C	-3	13	-6	-5	5	1	-2	8
CCOc1cc(/C=C(\C#N)C(N)=O)ccc1OS(=O)(=O)c1ccccc1	-2	-1.4	-6	-7	-5	10	1	3
O=C(NCC1CCCO1)/C(=C\c1ccco1)NC(=O)c1ccccc1 (centres undefined)	6	-1.2	1	2	-4	-6	1	-10

# The listing continues.
Molecule	APOBEC3A inh	MPTP block	A3G deaminase	Gli-Sufu antag	EBI2 block	CXCR6 inh	NR3A LBD binder	CCR6 antag
CC(Oc1cc2oc(=O)c3c(c2cc1Cl)CCCC3)C(=O)NCc1ccncc1 (centres undefined)	-1	-0.6	-1	-12	1	-1	-1	-6
CO/N=C(\C(=O)N[C@@H]1C(=O)N2C(C(=O)O)=C(COC(N)=O)CS[C@H]12)c1ccco1	30	-0.5	11	5	2	4	-1	0
CCOC(=O)c1c(-c2ccc(F)cc2)csc1NC(=O)CN1C(=O)NC2(CCCCC2C)C1=O (centres undefined)	-1	4.6	-3	16	0	9	-2	10
Cc1nc(-c2cccc3ccccc23)ccc1C(=O)O	-5	5.2	-8	-31	-8	-8	-7	4
Cc1ccc(S(=O)(=O)N2CCCCC2)cc1NC(=O)COC(=O)CNC(=O)c1cc(Cl)cc([N+](=O)[O-])c1	1	15	0	4	-7	-3	-6	1
COc1cccc(Nc2c(Nc3cccc(OC)c3)c(=O)c2=O)c1	74	0.8	38	-4	2	3	6	-3
O=C(NCC1CCCO1)c1ccccc1OCc1ccc(F)cc1 (centres undefined)	-6	-0.2	-11	-1	5	1	6	8
CCOC(=O)C(C#N)=CN1CCNc2ccccc21	·	5.9	·	0	-3	4	1	1
Cc1ccc(N(C(=O)c2cc3ccccc3oc2=O)C2C=CS(=O)(=O)C2)cc1 (centres undefined)	-2	-2.2	-5	3	-8	4	-2	8
CS(=O)(=O)N1CCc2ccccc2C1	1	-1.0	-6	3	10	-6	1	-1
NC(=O)COC(=O)CCCSc1nc2ccccc2s1	2	1.7	-15	6	1	4	1	-3
O=C(CSc1nncn1-c1ccccc1)NC1CCCC1	-8	0.5	36	5	-1	9	0	-2
CCCN1CCN(C(=S)Nc2ccc(S(N)(=O)=O)cc2)CC1	-3	1.2	-7	6	-10	-6	-1	7
Cc1ccc(OCC(=O)Nc2ccc(S(=O)(=O)N3CCOCC3)cc2)c(C)c1	-5	-0.4	-7	-6	-1	2	11*	12
CCOC(=O)C1=C(C)Nc2ccccc2N=C1NC(=O)Cc1ccc(Br)cc1	0	1.3	-1	2	-4	-3	1	14
O=C(COC(=O)c1cnccn1)NC1CCCc2ccccc21 (centres undefined)	-2	-0.1	-8	5	-6	0	0	0
COC(=O)C(Cc1ccccc1)NC(=O)CNC(=O)c1sc2ccccc2c1Cl (centres undefined)	-1	0.9	-6	25	13	-6	-2	4
CNC(=O)c1cc(C(=O)c2ccc(C(F)(F)F)cc2)c[nH]1	-1	1.5	-8	-23	-31	1	-1	-5
COc1cc(C(=O)NC(=S)N(CCC#N)Cc2cccnc2)cc(OC)c1OC	-7	-3.3	-7	4	-14	-4	0	3
COc1ccc(CCNC(=O)CCNC(=O)c2ccccc2Cl)cc1	-4	0.1	-8	0	2	-3	0	6
CCN1CN(Cc2ccccc2)CNC1=S	1	-0.4	-1	-5	-26	0	-2	-1

# This is a random part of the collection (roughly 5.8% active in at least one column).
